Rab2 wt GTP: modulators of GTP binding to Rab2A wildtype, primary screen, biochemical, dog, bead-based flow cytometry, multiplex; Ras-related protein Rab-2A (Canis lupus familiaris), P61105; GST-Rab2 wt beads, Bodipy-GTP binding; GTP binding activity, % at 10 µM; hit rate 0.19% among 190,000;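 active = GTP binding activity at least 20 points away from 100%, either lowered or raised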;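 also: 0% = beads with excess unlabeled GTP and 100% = no-compound control corrected for plate trend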
Mcl-1 Bim block: inhibitors of Bim peptide binding to Mcl-1, primary screen, biochemical, bead-based flow cytometry, multiplex | Bim peptide-Mcl-1 binding | inhibition, % at 10 µM | hit rate 0.1% among 190,000 | AID 1009, 2008; in the data active = inhibition above about 40%;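 also: 0% = no compound tracer wells and 100% = peptide blocker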
Target sequence (Q07820 whole entry, looked up): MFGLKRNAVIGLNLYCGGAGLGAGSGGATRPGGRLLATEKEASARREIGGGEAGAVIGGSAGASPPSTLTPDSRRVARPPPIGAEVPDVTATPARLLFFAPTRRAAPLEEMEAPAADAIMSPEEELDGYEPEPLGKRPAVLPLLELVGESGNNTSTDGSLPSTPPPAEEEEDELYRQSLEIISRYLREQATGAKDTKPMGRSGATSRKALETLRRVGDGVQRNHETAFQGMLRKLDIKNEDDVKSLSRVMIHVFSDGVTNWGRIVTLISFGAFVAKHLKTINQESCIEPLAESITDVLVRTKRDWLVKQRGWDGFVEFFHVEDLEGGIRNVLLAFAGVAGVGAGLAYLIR
Cdc42 wt: modulators of GTP binding to wildtype Cdc42, primary screen, biochemical, multiplex bead flow cytometry, Bodipy-GTP | Cell division control protein 42 homolog (Homo sapiens), P60953 | GST-Cdc42 beads; actives lie on both sides | percent activity (GTP binding), % at 10 µM | hit rate 0.2% among 190,000;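 active = percent activity GTP binding at least 20 points away from the 100% baseline, either down as inhibitor or up as activator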;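 also: median bead fluorescence of bound Bodipy-FL-GTP at 100 nM; 0% = excess unlabeled GTP control and 100% = no compound control; below 100% means less GTP binding so inhibitor and above means activator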
Target sequence (P60953 whole entry, looked up): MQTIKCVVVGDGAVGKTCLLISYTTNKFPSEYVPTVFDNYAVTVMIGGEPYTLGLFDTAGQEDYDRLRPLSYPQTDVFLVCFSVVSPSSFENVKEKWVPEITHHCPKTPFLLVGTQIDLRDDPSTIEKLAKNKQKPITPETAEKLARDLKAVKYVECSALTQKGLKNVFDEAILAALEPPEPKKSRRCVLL
Mcl1 Bid PPI: Mcl-1/Bid binding inhibitors, primary screen, biochemical, TR-FRET, 1536-well | Induced myeloid leukemia cell differentiation protein Mcl-1 (Homo sapiens), Q07820 | TR-FRET Mcl-1/Bid-Dy647 peptide binding | inhibition, % at 21.7 µM | hit rate 0.97% among 220,000 | AID 1021, 2008;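 active = compounds that cut the binding signal by more than half at the single screening dose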;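 also: His-tagged Mcl-1 with europium anti-His antibody binding Bid BH3 peptide; 0% = Mcl-1 plus peptide wells and 100% = peptide-only wells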
Rac1 mut GTP: GTP binding modulators of activated mutant Rac1, primary screen, biochemical, bead-based flow cytometry, multiplex, fluorescent GTP | AID 764, 2007 | Ras-related C3 botulinum toxin substrate 1 (Homo sapiens), P63000 | GST-Rac1 activated beads; actives lie on both sides; 100% means binding = to untreated wells | percent activity (GTP binding), % at 10 µM | hit rate 0.11% among 190,000;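 active = GTP binding at least 20 percentage points away from the 100% baseline, in either direction, so actives lie on both sides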
Rab7 wt GTP bind: modulators of GTP binding to Rab7, primary screen, biochemical, wildtype, multiplex bead flow cytometry; Rab7 GTPase wild type (dog), Bodipy-FL-GTP binding; GST-Rab7 beads, fluorescent GTP binding; actives lie on both sides; untreated = 100%, excess cold GTP = 0%; GTP binding activity (percent of control), % at 10 µM; hit rate 0.055% among 190,000;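 active = fluorescent GTP binding to Rab7 beads changed by at least 20 points from the 100% baseline, either direction, mostly lower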;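 also: median green fluorescence of bound Bodipy-FL-GTP per Rab7 bead population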
Mcl1-Noxa inh: Mcl-1/Noxa binding inhibitors, primary screen, biochemical, TR-FRET, 1536-well. Induced myeloid leukemia cell differentiation protein Mcl-1 (Homo sapiens), Q07820. inhibition, % at 21.7 µM. TR-FRET Mcl-1/Noxa peptide binding, 2 h. hit rate 1.5% among 220,000;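 active = compounds that cut the protein-peptide binding signal by more than 50% relative to plate controls in a single-dose test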;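 also: His-tagged Mcl-1 with rhodamine Noxa BH3 peptide and terbium anti-His antibody; 0% = Mcl-1 plus Noxa peptide wells and 100% = peptide-only wells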
Rac1 wt modul: wildtype Rac1 GTP binding modulators, primary screen, biochemical, GST-Rac1 beads, flow cytometry, multiplex. hit rate 0.27% among 190,000. fluorescent GTP binding; actives lie on both sides; 0 = cold GTP competed, 100 = untreated. Ras-related C3 botulinum toxin substrate 1 (Homo sapiens), P63000. GTP binding activity (% of control), % at 10 µM;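 active = GTP binding activity at least 20 points away from the 100% control level, either lower or higher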
HRas wt GTP bind: modulators of GTP binding to HRas wildtype, primary screen, biochemical, bead-based flow cytometry, multiplex; GTPase HRas (Homo sapiens), P01112; GST-Ras wt beads, Bodipy-FL-GTP binding; actives lie on both sides; GTP binding activity, % at 10 µM; hit rate 0.14% among 190,000; AID 759, 2007;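 active = GTP binding activity at least 20% away from the 100% baseline, either lowered as inhibitor or raised as activator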;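 also: 0% = unlabeled GTP competition control and 100% = no-compound control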
Target sequence (P01112 whole entry, looked up): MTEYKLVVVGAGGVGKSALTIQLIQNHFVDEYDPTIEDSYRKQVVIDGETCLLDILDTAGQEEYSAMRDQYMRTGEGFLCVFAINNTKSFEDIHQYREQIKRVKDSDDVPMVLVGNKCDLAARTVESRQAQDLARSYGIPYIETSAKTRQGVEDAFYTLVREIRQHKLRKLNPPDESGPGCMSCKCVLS
Avidin bead fluor: green autofluorescence of compounds with avidin beads – biophysical, 488/530 nm, flow cytometry, artefact control, profiling panel | compound fluorescence 488/530 nm; stronger effect = higher value | fluorescence (KMESF) at 10 µM | hit rate 0.38% among 220,000; in the data active = fluorescence above about 47; also: inactives centre near 10
Pf gamet viab: late stage P. falciparum gametocyte viability inhibitors, primary screen, ATP luminescence, HTS; AID 743093, 2013; P. falciparum stage V gametocytes, 24 h; inhibition, % at 10.9 µM; hit rate 0.065% among 150,000;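 active = inhibition above the mean plus 3 SD of compounds within the control limits, set per campaign, cut at about 38% in these data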;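 also: 0% = DMSO wells and 100% = medium only without gametocytes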
Active calls of the source: *; . = not tested or not shown.

SMILES | Rab2 wt GTP | Mcl-1 Bim block | Cdc42 wt | Mcl1 Bid PPI | Rac1 mut GTP | Rab7 wt GTP bind | Mcl1-Noxa inh | Rac1 wt modul | HRas wt GTP bind | Avidin bead fluor | Pf gamet viab
CCCS(=O)(=O)N1CCCC(C(=O)NCCN2CCCCC2C)C1 (centres undefined) | 99.0 | 4.0 | 100.0 | . | 99.0 | 97.0 | . | 99.0 | 99.0 | 10 | .
CCOC(=O)N1CCN(C(=O)c2nn(-c3ccc(C)cc3)c(=O)c3c2c2ccccc2n3C)CC1 | 102.0 | -1.0 | 102.0 | 35.2 | 100.0 | 97.0 | -12.9 | 106.0 | 102.0 | 23 | .
CCOC(=O)CC(=O)CSC1=C(C#N)C(c2ccccc2OC)CC(=O)N1 (centres undefined) | 102.0 | -2.0 | 103.0 | 0.1 | 103.0 | 102.0 | 10.8 | 110.0 | 102.0 | 5 | 12.7
COc1ccc(OCCSc2n[nH]c(N)n2)cc1 | 106.0 | 0.0 | 106.0 | -6.3 | 102.0 | 104.0 | 13.9 | 107.0 | 105.0 | 7 | -0.4
NS(=O)(=O)c1cccnc1Nc1cccc(C(F)(F)F)c1 | 100.0 | -2.0 | 99.0 | -9.7 | 98.0 | 101.0 | 25.7 | 102.0 | 98.0 | 13 | -1.2
COC(=O)c1c(C)oc2ccc(N(C(=O)c3ccncc3)S(=O)(=O)c3ccc(C)cc3)cc12 | 102.0 | 2.0 | 100.0 | -5.8 | 99.0 | 104.0 | 11.8 | 102.0 | 101.0 | 10 | .
CCOC(=O)c1sc(NC(=O)c2cc(-c3ccccc3)nc3ccccc23)c(C#N)c1C | 96.0 | -6.0 | 97.0 | -22.9 | 94.0 | 98.0 | 3.6 | 98.0 | 96.0 | 23 | -5.8
FC(F)(F)c1cnc(Oc2cccc3ccccc23)c(Cl)c1 | 96.0 | -2.0 | 100.0 | -22.2 | 96.0 | 101.0 | 15.2 | 98.0 | 101.0 | 12 | -15.5
CCOc1ncccc1C(=O)OCC(=O)Nc1ccc(C)c(S(=O)(=O)N(C)C)c1 | 97.0 | -3.0 | 93.0 | -24.3 | 93.0 | 95.0 | 5.1 | 98.0 | 95.0 | 8 | -12.9
O=C(NC(=S)N1CCCCC1)C12CC3CC(CC(C3)C1)C2 | 104.0 | 0.0 | 100.0 | -9.4 | 101.0 | 103.0 | 20.9 | 107.0 | 101.0 | 9 | .
CCN(C(=O)COC(=O)c1cccnc1Nc1cccc(C(F)(F)F)c1)C1CCS(=O)(=O)C1 (centres undefined) | 100.0 | -7.0 | 98.0 | -9.3 | 101.0 | 97.0 | 15.2 | 103.0 | 101.0 | 13 | .
CC(C)Oc1ccc(C(=O)NCc2cccnc2)cc1 | 96.0 | 0.0 | 99.0 | -12.8 | 94.0 | 95.0 | 16.1 | 96.0 | 99.0 | 10 | -19.0
O=C(CN1CCCC1)Nc1ccc([N+](=O)[O-])cc1 | 101.0 | 0.0 | 97.0 | -24.5 | 97.0 | 104.0 | 11.0 | 98.0 | 99.0 | 7 | .
CCC(=O)Nc1nc(C)cc(SCC(=O)OC)n1 | 102.0 | -7.0 | 100.0 | 2.7 | 99.0 | 102.0 | -20.4 | 107.0 | 101.0 | 14 | 8.3
CCCCC(=O)Nc1ccc(C(=O)NCc2ccncc2)cc1 | 99.0 | -7.0 | 98.0 | 6.5 | 98.0 | 102.0 | 23.8 | 99.0 | 99.0 | 7 | -1.1
C=CCc1ccccc1OCC(O)CN1CCN(CCN2C(=O)c3cccc4cccc(c34)C2=O)CC1 (centres undefined) | 99.0 | -6.0 | 100.0 | 3.6 | 98.0 | 97.0 | 21.2 | 101.0 | 99.0 | 15 | 14.8
O=C(OCC(=O)C12CC3CC(CC(C3)C1)C2)c1cccnc1 | 93.0 | -26.0 | 92.0 | -9.3 | 96.0 | 93.0 | 9.8 | 95.0 | 94.0 | 26 | 2.9
Cc1ccc(Cn2ccc(NC(=O)c3noc4c3CCCCC4)n2)cc1 | 96.0 | 1.0 | 97.0 | 9.9 | 97.0 | 102.0 | -10.0 | 99.0 | 100.0 | 14 | .
COc1ccc(C(=O)Nc2ccc(N3CCN(C(=O)C(C)C)CC3)cc2)cc1[N+](=O)[O-] | 97.0 | -2.0 | 105.0 | -28.9 | 99.0 | 96.0 | 6.9 | 103.0 | 98.0 | 12 | .
CN(c1ccccc1)S(=O)(=O)c1ccc(C(=O)Nc2nnc(-c3ccco3)o2)cc1 | 96.0 | 0.0 | 92.0 | -28.9 | 92.0 | 107.0 | -22.8 | 98.0 | 95.0 | 5 | .
COc1ccc(C(CNC(=O)COc2ccc(Br)cc2F)N2CCCC2)cc1 (centres undefined) | 98.0 | 0.0 | 93.0 | -1.2 | 93.0 | 100.0 | 15.8 | 99.0 | 98.0 | 10 | 2.9
C#CCOCCOCCOCCNc1nc(N2CCN(C(=O)[C@H]([C@@H](C)CC)n3cc(CCCN=C(N)N)nn3)CC2)nc(N2CCN(C(=O)[C@H](CCCCN)n3cc(CCCC)nn3)CC2)n1 | 98.0 | -2.0 | 95.0 | 7.2 | 99.0 | 101.0 | 32.5 | 97.0 | 98.0 | 11 | -1.4
Cc1cccc(Cc2nnc(NC(=O)c3cccc(S(=O)(=O)N4CCOCC4)c3)s2)c1 | 104.0 | -6.0 | 105.0 | -6.0 | 104.0 | 103.0 | 17.4 | 117.0 | 104.0 | 11 | .
COCC1CCN(Cc2nc(-c3ccc4c(c3)OCO4)no2)C1 (centres undefined) | 97.0 | -2.0 | 95.0 | -35.0 | 94.0 | 105.0 | 14.4 | 99.0 | 97.0 | 11 | .
O=C(NCCc1cn2ccccc2n1)c1cc(COc2ccc3ncccc3c2)on1 | 96.0 | -8.0 | 95.0 | -13.3 | 92.0 | 95.0 | 10.4 | 97.0 | 97.0 | 1 | -14.5
Additional compounds follow:
SMILES | Rab2 wt GTP | Mcl-1 Bim block | Cdc42 wt | Mcl1 Bid PPI | Rac1 mut GTP | Rab7 wt GTP bind | Mcl1-Noxa inh | Rac1 wt modul | HRas wt GTP bind | Avidin bead fluor | Pf gamet viab
c1ccc(CSc2nnc(-c3ccncc3)o2)cc1 | 95.0 | -1.0 | 96.0 | -32.0 | 96.0 | 98.0 | -5.1 | 94.0 | 99.0 | 7 | -7.3
CSC1=C(C#N)C(c2cccc(Br)c2)CC(=O)N1 (centres undefined) | 100.0 | -4.0 | 101.0 | 6.3 | 97.0 | 97.0 | 15.1 | 103.0 | 98.0 | 27 | -20.9
C/C(O)=c1/ccc2cccc3nc(C)nc1c23 | 97.0 | 3.0 | 98.0 | -27.6 | 96.0 | 97.0 | 1.4 | 100.0 | 98.0 | 48* | .
O=C(COc1ccc(Cl)cc1)N1CCN(c2ccc([N+](=O)[O-])c(N3CCOCC3)c2)CC1 | 96.0 | -6.0 | 99.0 | -6.6 | 97.0 | 96.0 | 5.7 | 99.0 | 97.0 | 4 | 11.0
COc1ccc(CCN2C(=O)C3C4C=CC(C3C2=O)C2C(=O)N(CCc3ccc(OC)c(OC)c3)C(=O)C42)cc1OC (centres undefined) | 102.0 | -4.0 | 101.0 | -19.5 | 101.0 | 106.0 | -3.1 | 103.0 | 103.0 | 15 | .
Cc1cc(C)c(OCCCCCNCCO)c(C)c1 | 102.0 | -2.0 | 101.0 | -4.8 | 99.0 | 102.0 | -11.9 | 104.0 | 100.0 | 36 | 7.5
CCOC(=O)C1=C(c2ccccc2)OC(N)=C(C#N)C1C(C)C (centres undefined) | 99.0 | -1.0 | 98.0 | -6.0 | 98.0 | 99.0 | 1.7 | 97.0 | 98.0 | 15 | .
O=C(Nc1nncs1)c1ccc(N2C(=O)C3C4C=CC(C4)C3C2=O)cc1 (centres undefined) | 102.0 | -1.0 | 102.0 | -24.9 | 103.0 | 100.0 | 10.8 | 108.0 | 100.0 | 4 | .
C=CCn1c(NC(=O)c2ccc(C)cc2)c(C#N)sc1=N | 96.0 | -2.0 | 100.0 | -31.6 | 99.0 | 100.0 | 43.4 | 103.0 | 99.0 | 25 | .
COC(=O)c1ccc(-c2noc(CN3CCCCC3c3nccn3C)n2)cc1 (centres undefined) | 97.0 | -3.0 | 98.0 | -27.2 | 95.0 | 106.0 | 9.3 | 99.0 | 99.0 | 1 | .
Cn1c2c(c(=O)n(C)c1=O)C(CC(=O)Nc1ccc(F)cc1)C(=O)N2 (centres undefined) | 98.0 | 0.0 | 101.0 | -22.3 | 99.0 | 98.0 | 4.4 | 105.0 | 102.0 | 10 | .
CSc1nsc(SC)c1NC(=O)OCc1ccccc1 | 101.0 | -4.0 | 103.0 | -28.7 | 98.0 | 99.0 | 1.5 | 100.0 | 102.0 | 13 | -0.1
O=C1C(=C(c2ccccc2)c2ccccc2)Nc2ccccc21 | 103.0 | 0.0 | 105.0 | -46.5 | 99.0 | 102.0 | -1.1 | 101.0 | 104.0 | 11 | .
CC(C)OCCCNC(=O)C(NS(=O)(=O)c1ccc2c(c1)c(=O)n(C)c(=O)n2C)c1ccccc1 (centres undefined) | 95.0 | 0.0 | 94.0 | 0.5 | 95.0 | 95.0 | 16.7 | 95.0 | 92.0 | 11 | .
O=C(NCc1ccc(Cl)cc1)c1ccc(Br)o1 | 95.0 | 2.0 | 99.0 | -12.6 | 94.0 | 93.0 | 4.4 | 97.0 | 98.0 | 7 | 2.3
CC(C)(C)C(=O)N(CCN(C(=O)C(C)(C)C)c1ccccc1)c1ccccc1 | 95.0 | -1.0 | 98.0 | -9.8 | 96.0 | 95.0 | 9.0 | 94.0 | 96.0 | 50* | .
